High-throughput results (PubChem)
KCNH2 WT inh: qHTS for Inhibitors of KCHN2 3.1: Wildtype qHTS; Voltage-gated inwardly rectifying potassium channel KCNH2 (Homo sapiens), Q12809; U2OS, BacMam KCNH2, thallium flux FluxOr; hits give low values; activity change, % at 1.84 µM; actives 0.37% (n = 340,000); AID 720551, 2013;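 active = maximum activity change below -70%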; also: % is scaled to controls: 0 for no effect and ±100 for the full control effect
Target sequence (Q12809 whole entry, looked up): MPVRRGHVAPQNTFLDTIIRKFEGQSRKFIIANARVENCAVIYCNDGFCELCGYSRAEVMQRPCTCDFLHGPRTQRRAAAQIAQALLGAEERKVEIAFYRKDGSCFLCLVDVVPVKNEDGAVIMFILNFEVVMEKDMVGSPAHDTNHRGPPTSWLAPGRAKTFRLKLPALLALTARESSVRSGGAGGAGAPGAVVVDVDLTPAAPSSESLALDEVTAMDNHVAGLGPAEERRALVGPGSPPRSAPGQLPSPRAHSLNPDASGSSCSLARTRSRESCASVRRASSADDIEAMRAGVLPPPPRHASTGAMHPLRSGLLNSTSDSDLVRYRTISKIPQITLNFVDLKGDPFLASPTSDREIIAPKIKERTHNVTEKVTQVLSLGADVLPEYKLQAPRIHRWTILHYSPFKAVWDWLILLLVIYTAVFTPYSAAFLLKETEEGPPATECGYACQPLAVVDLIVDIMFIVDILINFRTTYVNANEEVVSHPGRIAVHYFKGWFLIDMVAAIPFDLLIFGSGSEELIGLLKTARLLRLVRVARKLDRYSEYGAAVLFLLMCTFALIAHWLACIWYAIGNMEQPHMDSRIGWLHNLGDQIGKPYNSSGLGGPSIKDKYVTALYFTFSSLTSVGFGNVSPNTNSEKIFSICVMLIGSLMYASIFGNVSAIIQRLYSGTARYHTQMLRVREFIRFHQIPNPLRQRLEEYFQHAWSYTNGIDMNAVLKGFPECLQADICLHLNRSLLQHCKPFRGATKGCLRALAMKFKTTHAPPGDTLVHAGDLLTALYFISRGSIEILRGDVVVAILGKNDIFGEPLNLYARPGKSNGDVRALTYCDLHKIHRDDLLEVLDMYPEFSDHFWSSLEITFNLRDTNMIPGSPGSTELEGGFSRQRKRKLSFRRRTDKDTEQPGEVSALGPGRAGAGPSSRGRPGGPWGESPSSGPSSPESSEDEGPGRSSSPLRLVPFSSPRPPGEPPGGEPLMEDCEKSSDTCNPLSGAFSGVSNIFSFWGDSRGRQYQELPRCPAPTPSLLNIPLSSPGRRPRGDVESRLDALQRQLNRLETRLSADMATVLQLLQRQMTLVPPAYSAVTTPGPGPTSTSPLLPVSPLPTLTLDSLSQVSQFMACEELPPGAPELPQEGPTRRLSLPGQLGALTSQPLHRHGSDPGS
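U2OS cells transduced with wild-type KCNH2 virus are loaded with FluxOr dye for 45 min, and thallium flux is measured in kinetic reads before and after stimulation buffer. Rate constants are normalized to DMSO controls.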
Giardia kill: Small Molecules that selectively kill Giardia lamblia: qHTS; Giardia lamblia trophozoite viability; activity change, % at 7.66 µM, hits read low; actives 0.15% (n = 340,000); AID 540267, 2011; in the data active = activity change below about -80%;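 also: parasites exposed to compound for two days anaerobically before the ATP read; % is scaled to controls: 0 for no effect and ±100 for the full control effect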
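Luminescence from cellular ATP indicates surviving trophozoites (100 cells/well) following 48 hrs anaerobic compound treatment at 37 deg C; signal develops 15-30 min at room temperature.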
TCR activator: Activators of T cell receptors: qHTS campaign | primary human leukocytes, anti-CD3, IL-2 HTRF, 48 h | Potency, µM (doses to about 9.22 µM), inactives show at the top dose activation of IL-2 secretion, actives largely listed as activators | 330,000 tested, under 10 active | AID 504894, 2011; active = well fitted activation curve with a large enough effect; also: % of control where 0% means no effect
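Primary human leukocytes receive a-CD3 beads and test compound and are incubated 48 hr. Secreted IL-2 is then assayed by HTRF, measuring 665nm acceptor emission after 320nm excitation of the europium donor.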
* marks the source's active call; other numbers are inactive results; [ ] = another dose, or the depositor's remark. Some of the compounds tested. The share of hits here may be higher or lower than overall.

[1] O=c1nc(NO)ccn1C1CCCO1 (stereo not given)
[2] O=C(Nc1ccn(CCCNCCCN2CCCC2=O)c(=O)n1)OCc1ccccc1
[3] CC1(CCC(=O)O)C(=O)CCC2C1CCC1(C)C2CCC1(C)O (stereo not given)
[4] CCOc1ccc(NC(=O)CN(C)C(=O)c2cccnc2Sc2ccc(C)cc2C)cc1OCC
[5] O=C(O)C(CCc1ccccc1)N1C(=O)c2ccccc2C1=O (stereo not given)
[6] CC(C)(C)CCN1CCC(CN2CCNC(=O)C2=O)CC1
[7] CN(C(=O)c1cccc(NC(=O)Cc2ccc(NC(=O)C3CCN(C(=O)C4CCCCC4)CC3)cc2)c1)C1CCC1
[8] c1cnc2ccc(C(c3nnnn3C3CCCCC3)N3CCN(C4CCCCC4)CC3)cc2c1 (stereo not given)

Compound	1	2	3	4	5	6	7	8
KCNH2 WT inh	-24	2	9	-5	10	-18	1	-30
Giardia kill	-11	7	4	-9	-16	-5	0	-16
TCR activator	-3%	0%	4%	4%	-8%	5%	-3%	1%

Sorted by number of heavy atoms (highest first): part of the list above.
[7] CN(C(=O)c1cccc(NC(=O)Cc2ccc(NC(=O)C3CCN(C(=O)C4CCCCC4)CC3)cc2)c1)C1CCC1
[8] c1cnc2ccc(C(c3nnnn3C3CCCCC3)N3CCN(C4CCCCC4)CC3)cc2c1 (stereo not given)
[2] O=C(Nc1ccn(CCCNCCCN2CCCC2=O)c(=O)n1)OCc1ccccc1

Compound	7	8	2
KCNH2 WT inh	1	-30	2
Giardia kill	0	-16	7
TCR activator	-3%	1%	0%

The listing continues.
[9] Cn1c(CCCNC(=O)c2ccco2)nc2ccccc21
[10] Clc1ccc(CNc2ncnc3[nH]ncc23)cc1Cl
[11] CCN(CC)Cc1cc(Nc2c3ccccc3nc3c4ccccc4n(C)c23)cc(CN(CC)CC)c1O
[12] O=C(NCc1ccco1)c1cccn2c(=O)c3sccc3nc12
[13] Cc1ccc(C(=O)NCCCN2CCOCC2)cc1
[14] CNC(=O)OCN1C(=O)C2CC=CCC2C1=O (stereo not given)
[15] COc1cc2c(cc1[N+](=O)[O-])-c1ccccc1C2
[16] c1ccc(NCCSc2nc3ccccc3s2)cc1

Compound	9	10	11	12	13	14	15	16
KCNH2 WT inh	-7	-5	-3	-4	-7	0	2	13
Giardia kill	13	1	1	8	-8	-19	12	-10
TCR activator	1%	-1%	9%	-2%	1%	7%	2%	-2%

[17] CC12CCC(C(=NO)C1=NO)C2(C)C (stereo not given)
[18] COc1cc(C(=O)NCCNC(=O)c2ccco2)cc(OC)c1OC
[19] CC(Sc1ccc(S(=O)(=O)N2CCN(C)CC2)cn1)C(=O)Nc1cccc(Cl)c1Cl (stereo not given)
[20] O=C1c2ccccc2-c2c1c1ccccc1c(=O)n2CCO
[21] Cn1cnc2c(cnn2C)c1=O
[22] Cc1ccc(S(=O)(=O)N2CCC3CC2c2cc(Cl)ccc23)cc1 (stereo not given)
[23] CCCn1cnc2c(SCCc3ccccc3)nc(N)nc21
[24] CCN(C(=O)CSc1nnc(C)n1-c1ccc(C)cc1)c1c(N)n(Cc2ccccc2)c(=O)[nH]c1=O

Compound	17	18	19	20	21	22	23	24
KCNH2 WT inh	5	2	28	-14	4	-2	10	18
Giardia kill	19	-6	12	-8	-3	-29	-6	-21
TCR activator	-7%	0%	8%	-2%	1%	-3%	6%	-6%

[25] CC(C)(CCC(=S)N1CCOCC1)c1ccccc1
[26] COC(=O)c1ccc2c(c1)C(NC(C)=O)CCc1cc(OC)c(OC)c(OC)c1-2 (stereo not given)
[27] COc1ccc(C(=O)c2cn(-c3cccc(Br)c3)nc2C(C)=O)cc1
[28] CC1CCN(c2c(NCc3ccc(C(=O)NCC4COc5ccccc5O4)cc3)c(=O)c2=O)CC1 (stereo not given)
[29] CN(C)c1ccc(C=c2c3cc([N+](=O)[O-])ccc3n3c2cc(-c2ccccc2)[n+]3C)cc1
[30] COc1ncccc1C(=O)N1CCCC(N2CCN(c3ccc(F)cc3)CC2)C1 (stereo not given)
[31] Cc1ccc(Cn2c(CCNc3nc(-c4ccc(Cl)c([N+](=O)[O-])c4)cs3)nc3cc(C(=O)NCCCO)ccc32)cc1
[32] O=C(CN1CCC(NC(=O)C2CCCCC2)CC1)Nc1ccccc1

Compound	25	26	27	28	29	30	31	32
KCNH2 WT inh	-1	34	-5	-2	5	6	-10	2
Giardia kill	2	-5	-3	-16	-11	11	0	1
TCR activator	4%	0%	4%	-4%	5%	-4%	3%	0%

[33] CCN1C[C@@H]2[C@@H]3C(=O)N(C)C(=O)[C@@H]3[C@](Cc3ccccc3)(C(=O)OC)N2C1=NCc1ccccc1
[34] COc1cccc(OC(=O)c2ccccc2)c1OC(=O)c1ccccc1
[35] C=C1CCN([C@@H](Cc2ccccc2)C(=O)NC2CCN(Cc3ccccc3)CC2)S(=O)(=O)c2ccccc21
[36] COc1cc(NC(=O)CN2C(=O)COc3ccccc32)cc(OC)c1
[37] O=C1C=CC(=O)c2c(O)c(CO)c(CO)c(O)c21
[38] Cc1ccc(NCCN(C)C)c2c(=O)c3cc(O)ccc3sc12
[39] NC(=O)C1=CC2C3C=CC2(O)C(=O)OC3O1 (stereo not given)
[40] COc1cccc(OCC(O)CN2CCN(C(c3ccccc3)c3ccccc3)CC2)c1 (stereo not given)

Compound	33	34	35	36	37	38	39	40
KCNH2 WT inh	-22	7	10	-6	-10	-4	-7	-19
Giardia kill	-8	3	-5	30[activator]	-15	10	-5	-11
TCR activator	7%	0%	1%	5%	4%	-3%	-4%	-1%

A few values from the list:
COc1cc(NC(=O)CN2C(=O)COc3ccccc32)cc(OC)c1 in TCR activator has 5%
O=C1C=CC(=O)c2c(O)c(CO)c(CO)c(O)c21 in KCNH2 WT inh has -10

Other structures follow.
[41] CCCCCc1ccnc(CC(=O)c2ccc(OC)cc2)c1
[42] O=C(CCCCC(=O)OCC1CCCO1)OCC1CCCO1 (stereo not given)
[43] CN(C(=O)c1cccc(NC(=O)Cc2ccc(NC(=O)C3CCCN(C(=O)C4CCCC4)C3)cc2)c1)C1CCCC1 (stereo not given)
[44] CC[N+]1(C)CCC(O)(/C=C/c2ccccc2)C(C(=O)/C=C/c2ccccc2)C1 (stereo not given)
[45] CCOC(=O)C[C@H]1c2cc(C(F)(F)F)ccc2S(=O)(=O)N1Cc1ccccc1
[46] COc1ccccc1NC(=O)C1CCOC1=O (stereo not given)
[47] CCOc1ccc(N/C=C\C(=O)c2ccc3c(c2)OCO3)cc1
[48] CC(=O)C[C@H]1c2ccccc2S(=O)(=O)N1c1ccccc1

Compound	41	42	43	44	45	46	47	48
KCNH2 WT inh	-3	-6	-14	0	-16	-1	-23	-3
Giardia kill	5	8	4	-1	-3	-2	28	-18
TCR activator	-4%	-8%	17%	14%	4%	-3%	-1%	5%

[49] CC(CO)NS(=O)(=O)c1ccc(Br)cc1F (stereo not given)
[50] Cc1ccc2nc(Cl)c(-c3ccccc3)cc2c1
[51] O=C(COC(=O)Cc1n[nH]c(=O)c2ccccc12)Nc1c(Br)cc([N+](=O)[O-])cc1Br
[52] COc1cc(/C=C(/C#N)C(=O)Nc2cc(C(F)(F)F)ccc2Cl)ccc1OCC(=O)Nc1cccc(C(F)(F)F)c1
[53] CN1C(C)(C)CC(NC(=O)CCC(=O)NC2CC(C)(C)N(C)C(C)(C)C2)CC1(C)C
[54] Fc1ccccc1CSc1ncnc2c1ncn2C1CCCCO1 (stereo not given)
[55] O=[N+]([O-])c1ccc(Cc2ccc([N+](=O)[O-])cc2)cc1
[56] CCCC1OC(c2cc3c(cc2Cl)OCO3)OCC1CC (stereo not given)

Compound	49	50	51	52	53	54	55	56
KCNH2 WT inh	18	2	-6	-8	-1	-7	0	-1
Giardia kill	16	-3	12	-5	-13	-13	-8	0
TCR activator	4%	0%	-4%	2%	-8%	-1%	3%	0%

[57] CC(=O)C[C@H]1c2ccccc2S(=O)(=O)N1C1CCCC1
[58] CCOc1ccc(NC(=O)N(C2CCCCC2)C2CCN(C(C)=O)CC2)cc1
[59] CCOC(=O)c1ccc(COC(=O)c2ccc(-c3nnc(-c4ccccc4)o3)cc2)o1
[60] CC(CCN1CCC(CN2C(=O)C(=O)NC[C@@H]2Cc2ccccc2)CC1)c1ccccc1 (stereo not given in full)
[61] CCOc1ccc(NS(=O)(=O)c2cc(NC(=O)CCNC(=O)c3ccco3)ccc2OC)cc1
[62] CCOC(=O)[C@H]1[C@H]2COc3ccc(Cl)cc3[C@@H]2N2C(=O)[C@H](C)NC(=O)[C@@]12C
[63] N#CCc1ccc(OC(=O)c2cccnc2Cl)cc1
[64] O=C(CCCCN1CCCCC1)c1ccccc1

Compound	57	58	59	60	61	62	63	64
KCNH2 WT inh	-8	-6	0	2	17	10	-2	26
Giardia kill	6	-16	-4	-17	-6	-16	16	-9
TCR activator	-6%	-6%	-1%	3%	7%	6%	4%	2%

3 records picked at random from those above:
[57] CC(=O)C[C@H]1c2ccccc2S(=O)(=O)N1C1CCCC1
[64] O=C(CCCCN1CCCCC1)c1ccccc1
[59] CCOC(=O)c1ccc(COC(=O)c2ccc(-c3nnc(-c4ccccc4)o3)cc2)o1

Compound	57	64	59
KCNH2 WT inh	-8	26	0
Giardia kill	6	-9	-4
TCR activator	-6%	2%	-1%

Carrying on.
[65] O=C(c1ccccc1)N1CCOC(O)(c2ccccc2)C1c1ccccc1 (stereo not given)
[66] COCCN1CCC(CO)C1 (stereo not given)
[67] CCCCOn1c(C)c(C(=O)OCC)c2c3nonc3ccc21
[68] O=C(Nc1ccc(C(=O)N2CCCC2)cc1)C1CCC1
[69] CCC(C)c1ccccc1N1CC(C(=O)Nc2cc(S(=O)(=O)N3CCOCC3)ccc2OC)CC1=O (stereo not given)
[70] COc1cc(/C=C2\SC(=O)N(CC(=O)Nc3cccc(C)c3)C2=O)ccc1OC(C)C(=O)O (stereo not given)
[71] CCOc1ccc(C(=O)NCC(=O)NCCSc2ccc(Br)cc2)cc1OCC
[72] CC(C)CCNC(=O)c1onc(CSc2ccccc2)c1C(=O)NCCC(C)C

Compound	65	66	67	68	69	70	71	72
KCNH2 WT inh	-14	-5	-3	-2	7	6	23	5
Giardia kill	4	9	43[activator]	-2	13	-7	8	-13
TCR activator	-16%	5%	0%	5%	-7%	11%	5%	-2%

[73] CC(=O)C[C@H]1c2cc(C(F)(F)F)ccc2S(=O)(=O)N1Cc1ccccc1
[74] COc1ccc(C(=O)N2CC(c3ccc(Cl)cc3)CC2=O)cc1 (stereo not given)
[75] Cc1cc(C)n(-c2nc3c(c(=O)n(C)c(=O)n3C)n2Cc2cccc(Br)c2)n1
[76] Cc1cc(=O)[nH]c(N2CCN(c3ccc(Cl)cc3)CC2)n1
[77] Cc1ccc(CNC(=O)C2CCC(=O)N(Cc3cccc(C(F)(F)F)c3)C2)o1 (stereo not given)
[78] Cc1cccc(C(=O)NNC(=S)NC(=O)c2ccccc2)c1
[79] O=C1NC[C@H](Cc2ccccc2)N(CC2CCN(CCc3ccccc3)CC2)C1=O
[80] CCCCc1nc2cc(C(=O)NCCc3c(C)n[nH]c3C)ccc2o1

Compound	73	74	75	76	77	78	79	80
KCNH2 WT inh	5	-1	-37	13	5	-6	7	7
Giardia kill	2	6	14	-8	-15	-25	24	3
TCR activator	2%	-3%	3%	-2%	-4%	-5%	5%	-1%

[81] CN1C[C@@H]2[C@@H]3C(=O)N(Cc4ccccc4)C(=O)[C@@H]3[C@](Cc3ccccc3)(C1=O)N2C(=O)c1ccc(C(F)(F)F)cc1
[82] Cn1cc(S(=O)(=O)NC[C@H]2O[C@@H](n3ccc(=O)[nH]c3=O)[C@H](O)[C@@H]2O)cn1
[83] Cc1cc(-c2ccccc2)nc(Nc2nc3c(C)cccc3c(=O)[nH]2)n1
[84] COc1ccc(C2=CC(=O)C[C@H](CN3C(=O)c4ccccc4C3=O)N(C(=O)OC(C)(C)C)O2)cc1
[85] CCCN(CCC)CCNC(=O)Cn1cnc2sc(C)c(S(=O)(=O)N3CCOCC3)c2c1=O
[86] c1ccc(COc2ncnc3c2ncn3CCCNCc2ccccn2)cc1
[87] COC1OC2COC(c3ccccc3)OC2C(O)C1N (stereo not given)
[88] Cc1ccc[n+](C(C(=S)NCc2ccco2)=C([O-])c2ccccc2Cl)c1
[89] C=Cn1ccnc1CC(O)c1ccc(OC)cc1 (stereo not given)
[90] CCCCCCCN(c1ccccc1)[C@@H]1C[C@H]2CCCC(=O)N3CC[C@@H](C1)[C@@H]23

Compound	81	82	83	84	85	86	87	88	89	90
KCNH2 WT inh	-3	2	-2	-2	-4	7	0	13	1	4
Giardia kill	12	-22	-19	-1	12	-15	-13	7	-2	15
TCR activator	1%	2%	-2%	5%	-4%	2%	3%	0%	-3%	-10%
